# BoNT A protease = blocks Botulinum neurotoxin A light chain protease; multiplex microsphere protease substrate cleavage, flow cytometry; AID 588499; inhibition, % at 10 µM; hit rate 0.17% among 360,000; in the data active = inhibition above about 30%; inconclusive = no clear call, values can overlap the other calls; also: plate controls were buffer without enzyme for full effect and enzyme alone for no effect
# BoNT F protease = inhibitors of Botulinum neurotoxin F light chain protease. inhibition, % at 10 µM. Multiplex microsphere protease cleavage assay, flow cytometry. hit rate 0.22% among 360,000. AID 588497; in the data active = inhibition above about 35%, passing the limit was not always enough; inconclusive = no clear call, values can overlap the other calls; also: plate controls were buffer without enzyme for full effect and enzyme alone for no effect
# FadD28 binding = M. tuberculosis FadD28 bisubstrate binding inhibition; FadD28 bisubstrate probe binding, fluorescence polarization; inhibition, % at 12.5 µM; hit rate 0.22% among 360,000; in the data active = inhibition above about 8.5%, passing the limit was not always enough; inconclusive = no clear call, values can overlap the other calls
# GDH-TPI counter = counter-screen for M. tuberculosis FBA inhibitors: GDH-TPI coupled enzymes; GDH-TPI coupled enzyme counterscreen, NADH absorbance; AID 588335; hit rate 1.2% among 360,000; inhibition, % at 4.8 µM;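 also: 0% = DMSO wells and 100% = wells lacking the enzyme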
# CCHF vOTU inh = blocks the CCHF virus ovarian tumor domain protease; CCHFV vOTU protease, Pep-AMC fluorescence; inhibition, % at 11.5 µM; hit rate 0.55% among 370,000; also: 0% = vehicle wells with enzyme and 100% = no enzyme wells
# UGM FP inh = blocks M. tuberculosis UGM enzyme; AID 504406; P9WIQ1; inhibition, % at 10 µM; hit rate 0.06% among 320,000; purified UGM, fluorescence polarization probe displacement; in the data active = inhibition above about 10%, passing the limit was not always enough; inconclusive = no clear call, values can overlap the other calls
# Target sequence (P9WIQ1 whole entry, looked up): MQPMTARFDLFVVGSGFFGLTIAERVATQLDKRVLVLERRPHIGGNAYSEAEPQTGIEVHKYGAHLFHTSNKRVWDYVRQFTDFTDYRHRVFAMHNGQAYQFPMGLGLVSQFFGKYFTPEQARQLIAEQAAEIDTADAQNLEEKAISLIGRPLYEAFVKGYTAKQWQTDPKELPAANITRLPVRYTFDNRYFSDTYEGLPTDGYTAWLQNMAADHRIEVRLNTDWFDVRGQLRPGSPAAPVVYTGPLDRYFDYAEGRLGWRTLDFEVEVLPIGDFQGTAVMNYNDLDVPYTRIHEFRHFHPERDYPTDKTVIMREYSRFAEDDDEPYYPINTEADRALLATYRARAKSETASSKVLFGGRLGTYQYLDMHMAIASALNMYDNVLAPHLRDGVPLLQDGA
# PrPC surface inh = cell surface PrPC inhibition, primary TR-FRET screen; AID 720596; hit rate 0.43% among 370,000; P04156; TR-FRET read-out; inhibition, % at 13.8 µM; in the data active = inhibition above about 24%; also: 0% = median of the test wells and 100% = reference compound wells
# BioA inh = inhibitors of Mycobacterium tuberculosis BioA enzyme; purified M. tuberculosis BioA enzyme, plate reader; AID 602481; inhibition, % at 9.99 µM; hit rate 0.096% among 360,000; in the data active = inhibition above about 40%; inconclusive = no clear call, values can overlap the other calls
# Mtb FBA inh = inhibitors of M. tuberculosis fructose-bisphosphate aldolase; hit rate 2.3% among 360,000; inhibition, % at 1 µM; purified M. tuberculosis FBA, fluorescence read-out; in the data active = inhibition above about 27%;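 also: 0% = vehicle and 100% = reference inhibitor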
# Target sequence (P9WQA3 whole entry, looked up): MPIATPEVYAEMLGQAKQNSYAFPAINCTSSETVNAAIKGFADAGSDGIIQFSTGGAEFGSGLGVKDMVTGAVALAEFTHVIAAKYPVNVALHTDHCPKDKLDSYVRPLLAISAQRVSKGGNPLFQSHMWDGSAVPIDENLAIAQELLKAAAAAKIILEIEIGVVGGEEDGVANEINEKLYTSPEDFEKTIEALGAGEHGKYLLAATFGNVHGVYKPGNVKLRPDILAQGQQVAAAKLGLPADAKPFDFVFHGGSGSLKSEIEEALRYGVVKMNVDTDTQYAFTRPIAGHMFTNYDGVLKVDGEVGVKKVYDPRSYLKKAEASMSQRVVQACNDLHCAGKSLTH
# * marks the source's active call; other numbers are inactive results; ? = inconclusive; . = no result given; & = joins results of further samples. Rule as the data show it, unless noted: active = inhibition above about 30%; inactive = the rest.
entry	smiles	BoNT A protease	BoNT F protease	FadD28 binding	GDH-TPI counter	CCHF vOTU inh	UGM FP inh	PrPC surface inh	BioA inh	Mtb FBA inh
1	CCSC(=O)NC12CC3CC(CC(C3)C1)C2	0.8	-13	-2.0	16	-3	1.0	-4	-0.1	-3
2	COc1ccccc1C(=O)NC(C)C(c1cccs1)N1CCOCC1 (configuration not stated)	-0.7	-1	-2.2	2	-8	-2.4	2	-1.1	-1
3	Cc1nc2ncnn2c(C)c1Cc1cccc(C(F)(F)F)c1	0.1	1	-0.8	3	-9	1.2	-4	2.0	6
4	O=C(Nc1ccc(S(=O)(=O)N2CCCC2)cc1)c1ccc(Cl)nc1	1.3	-1	-4.0	8	10	0.4	-5	.	-2
5	O=C(CC[C@H]1O[C@@H](n2ccc(=O)[nH]c2=O)[C@H](O)[C@@H]1O)NC1CCN(Cc2ccccc2)C1 (some centres not stated)	-0.7	-12	-3.7	.	0	.	1	0.1	-3
6	CC(=O)Nc1ccc(NC(=O)COC(=O)c2n[nH]c3ccccc23)cc1	-1.2	-3	-1.9	3	0	-0.2	13	.	4
7	C[C@@H]1CN([C@H](C)CO)S(=O)(=O)c2ccc(C#Cc3ccccc3F)cc2O[C@H]1CN(C)C(=O)c1ccc2c(c1)OCO2	0.2	1	-4.2	-3	17	.	6	-2.2&-2.1	0
8	CSc1nc(-c2ccco2)nn1C(=O)Cc1ccccc1	0.4	-6	0.8	1	5	4.2	4	-1.6	6
9	CCOc1ccc(C2CC(c3ccc(OC)c(OC)c3)n3nc(N)nc3N2)cc1 (configuration not stated)	0.3	-4	-1.8	-1	-4	0.4	-5	-0.7	1
10	C=C1SC(Nc2c(C)cc(C)cc2C)=NC12CCCCC2	.	.	-0.7	-5	-11	-3.7	10	0.7	4
11	O=C(CSc1nnc2n1CCCN2)c1ccc(Cl)cc1	1.2	0	-0.8	2	-20	-0.3	-4	-1.7	1
12	CCCc1cc(=O)[nH]c(SCC(=O)N(C)CC(=O)Nc2ccccc2CC)n1	0.5	8	0.0	-4	2	0.8	3	.	-1
13	COc1cccc(-c2nc(N3CCN(Cc4ccccc4)CC3)c3ccccc3n2)c1O	-0.2	7	-2.8	6	7	-5.9	-5	-1.0	3
14	O=C(NCc1ccc(Br)cc1)OC1CC2CC1[C@H]1CCCCN1C2=O (some centres not stated)	0.8	1	.	.	4	.	7	.	.
15	COc1ccc(NC(=O)c2ccc(-n3cncn3)c([N+](=O)[O-])c2)cc1OC	-1.2	-7	-1.2	7	2	-2.7	-29	66*	1
16	O=C(Cc1ccc(NC(=O)C2CCN(C(=O)c3ccccc3)CC2)cc1)Nc1ccc(C(=O)N2CCOCC2)cc1	0.7	10	-0.5	3	9	.	0	0.7	-1
17	O=C(Nc1ccc(N2CCOCC2)cc1)C1CC1	0.1	6	-2.2	-1	-1	1.8	2	0.4	0
18	O=C(c1ccc(-c2ccccc2)c(F)c1)C1CCCN(CCO)C1 (configuration not stated)	2.6	14	-2.7	4	2	-1.6	5	.	2
19	Cc1cc(C)c(C)c(S(=O)(=O)N2CCC(C(=O)N3CC(C)CC(C)C3)CC2)c1C (configuration not stated)	3.4	20	-2.9	3	-1	2.2	-1	-0.5	4
20	Cc1ccc(SCc2cc(=O)[nH]c(N3CCOCC3)n2)cc1	-0.1	-16	-0.4	10	1	1.4	0	-2.4	-5

# Exported screen by screen: part of the list above
(13) COc1cccc(-c2nc(N3CCN(Cc4ccccc4)CC3)c3ccccc3n2)c1O
(8) CSc1nc(-c2ccco2)nn1C(=O)Cc1ccccc1
(4) O=C(Nc1ccc(S(=O)(=O)N2CCCC2)cc1)c1ccc(Cl)nc1
(11) O=C(CSc1nnc2n1CCCN2)c1ccc(Cl)cc1
screen / no.	13	8	4	11
BoNT A protease	-0.2	0.4	1.3	1.2
BoNT F protease	7	-6	-1	0
FadD28 binding	-2.8	0.8	-4.0	-0.8
GDH-TPI counter	6	1	8	2
CCHF vOTU inh	7	5	10	-20
UGM FP inh	-5.9	4.2	0.4	-0.3
PrPC surface inh	-5	4	-5	-4
BioA inh	-1.0	-1.6	.	-1.7
Mtb FBA inh	3	6	-2	1

# Records 9–10, quoted:
entry	smiles	BoNT A protease	BoNT F protease	FadD28 binding	GDH-TPI counter	CCHF vOTU inh	UGM FP inh	PrPC surface inh	BioA inh	Mtb FBA inh
9	CCOc1ccc(C2CC(c3ccc(OC)c(OC)c3)n3nc(N)nc3N2)cc1 (configuration not stated)	0.3	-4	-1.8	-1	-4	0.4	-5	-0.7	1
10	C=C1SC(Nc2c(C)cc(C)cc2C)=NC12CCCCC2	.	.	-0.7	-5	-11	-3.7	10	0.7	4

# Five compounds from above, ordered by length of the SMILES, highest first.
entry	smiles	BoNT A protease	BoNT F protease	FadD28 binding	GDH-TPI counter	CCHF vOTU inh	UGM FP inh	PrPC surface inh	BioA inh	Mtb FBA inh
19	Cc1cc(C)c(C)c(S(=O)(=O)N2CCC(C(=O)N3CC(C)CC(C)C3)CC2)c1C (configuration not stated)	3.4	20	-2.9	3	-1	2.2	-1	-0.5	4
4	O=C(Nc1ccc(S(=O)(=O)N2CCCC2)cc1)c1ccc(Cl)nc1	1.3	-1	-4.0	8	10	0.4	-5	.	-2
20	Cc1ccc(SCc2cc(=O)[nH]c(N3CCOCC3)n2)cc1	-0.1	-16	-0.4	10	1	1.4	0	-2.4	-5
10	C=C1SC(Nc2c(C)cc(C)cc2C)=NC12CCCCC2	.	.	-0.7	-5	-11	-3.7	10	0.7	4
17	O=C(Nc1ccc(N2CCOCC2)cc1)C1CC1	0.1	6	-2.2	-1	-1	1.8	2	0.4	0

# More results
entry	smiles	BoNT A protease	BoNT F protease	FadD28 binding	GDH-TPI counter	CCHF vOTU inh	UGM FP inh	PrPC surface inh	BioA inh	Mtb FBA inh
21	COc1ccc(C)cc1NC(=O)CSc1nc(SC)ns1	0.4	-1	-2.7	7	9	0.0	6	-0.9	2
22	Cc1ccc(-c2nc(NC(=O)c3nn(C)cc3[N+](=O)[O-])sc2C)cc1C	-0.6	-4	-3.4	8	-4	-1.9	10	3.2	-4
23	CCCNC(=O)C1(CC2CC(c3ccccc3)=NO2)CCN(C(=O)c2cc(OCC)c(OCC)c(OCC)c2)CC1 (configuration not stated)	0.6	-3	1.0	0	11	1.1	6	-1.0	29*
24	COc1ccc(CN(CC(=O)NCC2CCCO2)C(=O)CNS(=O)(=O)c2ccccc2)cc1 (configuration not stated)	0.5	-16	-2.2	-2	-8	3.3	3	1.6	-1
25	O=C(/C=C/c1ccc(Cl)cc1Cl)NCCSCc1ccccc1	-0.9	-7	-4.2	-9	-2	1.7	4	.	-4
26	O=C1CCC/C=C\C[C@@H](CC(=O)N(CCO)Cc2ccccc2)C(=O)N2CCC[C@H]2CO1	-0.3	6	0.1	6	1	-1.5	2	0.4	-1
27	CCCc1nc2ccc(NC(=O)c3cccs3)cc2c(=O)n1Cc1ccccc1Cl	0.5	2	-0.6	0	-11	0.0	1	.	3
28	CCOC(=O)CNC(=O)CSc1nc2cccnc2n1C	0.6	6	-2.5	4	-1	3.6	0	-0.6	-4
29	COc1cc2cc(C)c(SCC(=O)N3CCN(C(=O)c4ccco4)CC3)nc2cc1OC	-17	-55	-2.6	44*	8	0.5	-2	-0.8	10
30	COc1cccc(CN2CCC(C(=O)Nc3ccc(-c4cccc(C)c4)cc3)CC2)c1O	1.1	?	-7.7	-6	1	-0.6	-18	-2.3	1
31	Cc1cnc(CNC(=O)CC2C(=O)NCCN2Cc2ccccc2F)cn1 (configuration not stated)	4.3	4	-1.3	-11	-3	-4.8	-2	-1.2	2
32	COc1ccc(C)cc1NC(=S)NNC(=O)c1ccccc1Cl	0.7	1	-5.6	2	-3	-3.2	-6	-0.3	0
33	O=C(COC(=O)c1ccc2c(c1)S(=O)(=O)N=C1CCCCCN12)NCc1cccs1	0.3	-6	-1.0	3	3	-0.3	-1	-2.2	0
34	COc1ccc(/C=N/NC(=S)NCC2CCCO2)cc1 (configuration not stated)	-0.6	-11	-0.1	13	2	-3.2	-5	.	-1
35	Cc1cc(NC(=O)c2ccccc2C)no1	-4.8	-28	-2.7	20	7	4.3	3	-0.5	0
36	CC1(C(=O)NNC(=O)c2ccc(=O)oc2)CC1Br (configuration not stated)	0.0	-7	?	18	-1	-1.1	-1	-1.5	8
37	Nc1cnc(Nc2ccc(Br)cc2)nc1N	-1.7	-11	-2.3	-1	-11	-2.5	7	0.5	1
38	CN(C)CCOc1ccc(-c2c(-c3ccccc3)sc3ccccc23)cc1	-0.6	-16	-9.3	7	0	-0.1	-12	-2.6	4
39	O=C(Oc1cccc(-n2cnnn2)c1)c1ccco1	-0.3	3	-0.4	-4	11	-0.6	-5	.	5
40	Cc1ccc(C(=O)/C=C/Nc2ccccc2C(N)=O)cc1	0.6	3	-2.9	23	6	-0.1	-2	-0.9	22
41	COc1ccc(NC(=O)Cn2ncn3c(cc4ccccc43)c2=O)c(OC)c1OC	-12	-28	-1.2	6	6	-0.9	1	-2.1	-2
42	Nc1ccccc1S(=O)(=O)NC1=NCCCCC1	1.5	13	-2.0	7	-10	1.0	-2	-1.4	1
43	COC(=O)CCN1CCC2CC1c1cc(-c3cccc(C)c3)ccc12 (configuration not stated)	-0.2	2	-1.7	-2	-3	.	-2	1.2	2
44	COc1ccc(C2NC(c3ccc(OC)cc3)C(c3ccccc3)C(=O)C2c2ccccc2)cc1 (configuration not stated)	-1.8	-15	-1.7	-3	2	2.7	-5	.	3
45	O=C(CNC(=O)Cc1ccccc1)NCC(=O)N1CCN(C(c2ccccc2)c2ccccc2)CC1	0.6	-19	-1.5	3	-11	-2.3	1	1.4	2
46	O=C(O)c1ccc(NC2=C(N3CCOCC3)C(=O)c3ccccc3C2=O)cc1	0.5	2	-2.7	1	57*	0.7	-7	.	5
47	COc1ccc(CN2CCNC(=O)C2CC(=O)NC2CCOCC2)c(F)c1 (configuration not stated)	2.7	7	-3.3	-9	9	0.9	-3	0.4	2
48	COc1ccccc1OCC(=O)Nc1cc(S(=O)(=O)N2CCOCC2)ccc1N1CCCCC1	-0.1	-4	-1.2	0	0	0.5	11	0.2	3
49	Cc1ccc(S(=O)(=O)NCCn2nc(C)nc2C)cc1	0.9	-4	-1.1	-2	1	2.7	-4	-1.4	2
50	CNC(=O)c1cc(S(=O)(=O)Nc2ccc3c(c2)OCO3)ccc1C	-1.3	8	-1.8	9	4	-0.5	4	-0.9	1
51	CSCCC(NC(N)=O)C(=O)NCc1ccccc1Cl (configuration not stated)	0.0	4	-3.1	-8	7	1.1	0	-1.9	-17
52	COc1ccc(N=Cc2c(O)c3ccccc3oc2=O)cc1	-0.1	-3	-1.2	8	0	-0.6	5	.	-1
